Screening results from PubChem.
ALDH1A1 block: blocks purified human ALDH1A1 activity. Potency, µM (top dose mostly 75.3 µM), for the others: at the highest dose activity, negative = inhibition, most hits filed as inhibitors. AID 1030. Purified ALDH1A1, NADH fluorescence, propionaldehyde substrate. 220,000 compounds, 7.3% hits. P00352; active = well fitted inhibition curve with a large enough effect, not every such curve was filed as active; inconclusive = small, poorly fitted or top-dose-only effect, or another doubt; inactive = no such curve, though single readings can be large or run the other way;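 note: plate controls were no enzyme wells and a reference inhibitor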
Target sequence (P00352 whole entry, looked up): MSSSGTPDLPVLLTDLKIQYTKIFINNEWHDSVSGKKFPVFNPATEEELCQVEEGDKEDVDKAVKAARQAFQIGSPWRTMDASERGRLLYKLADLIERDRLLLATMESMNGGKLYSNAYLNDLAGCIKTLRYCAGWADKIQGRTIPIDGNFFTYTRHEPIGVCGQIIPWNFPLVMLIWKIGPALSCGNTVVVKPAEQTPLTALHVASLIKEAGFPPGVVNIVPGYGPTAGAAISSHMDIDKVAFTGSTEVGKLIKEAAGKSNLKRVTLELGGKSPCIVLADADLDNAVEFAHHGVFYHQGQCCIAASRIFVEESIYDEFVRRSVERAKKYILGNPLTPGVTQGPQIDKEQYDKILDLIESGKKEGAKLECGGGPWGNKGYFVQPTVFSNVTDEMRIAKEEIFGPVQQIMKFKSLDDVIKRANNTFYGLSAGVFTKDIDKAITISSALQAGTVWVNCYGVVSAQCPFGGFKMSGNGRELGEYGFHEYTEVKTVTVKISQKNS
KinaseGlo FLuc: Kinase-Glo luciferase inhibition (counter-screen); Q27757; Kinase-Glo luciferase, ATP luminescence, 8 min; Potency, µM (highest dose often 38.3 µM), for inactives: top-dose activity change, negative = inhibition, usual class: inhibitors; 200,000 compounds, 0.28% hits; AID 1379; note: % is set by controls: 0 for no effect and ±100 for the full control effect; nearly all actives have a fitted effect of over 60% in size
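Kinase-Glo luciferase light output from ATP and luciferin was measured with 10 uM ATP, within the enzyme's linear range. Buffer: 50 mM imidazole pH 7.2, 50 mM KCl, 7 mM MgCl2, 0.01% Tween 20, 0.05% BSA; luminescence read after 8 min at ambient temperature.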
Lamin A splicing: modulators of lamin A splicing; HeLa LMNA splicing GFP/RFP minigene ratio, 48 h; Potency, µM (top dose mostly 46.1 µM), inactives show at the highest dose ratio change, negative = inhibition, usual class: inhibitors; 200,000 compounds, 0.01% hits; AID 1487; active = well fitted inhibition curve with a large enough effect in the signal ratio, with a control signal flat, not every such curve was filed as active; inconclusive = small, poorly fitted or top-dose-only effect, or effect the other way, or a change in a side signal; the % refers to the signal ratio; note: % is set by controls: 0 for no effect and ±100 for the full control effect
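Read-out is the ratio of GFP to DsRed2 object intensity, acquired by 488 nm laser-scanning cytometry on HeLa lamin A-EGFP minigene reporter cells. Compound incubation 48 hrs at 37 °C in Opti-MEM with 2% FBS; DMSO 0.5% final.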
RECQ1 inh: blocks DNA unwinding by human RECQ1; P46063; RECQ1 DNA unwinding, red fluorescence kinetic read; Potency, µM (highest dose often 57.3 µM), without a hit: at the top dose activity, negative = inhibition, usual class: inhibitors; 240,000 compounds, 0.54% hits; AID 2549;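 note: plate controls were vehicle for no effect and no enzyme for full effect; nearly all actives have a fitted effect of over 30% in size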
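50 nM RECQ1T1 preincubated 15 min with compound in Tris pH 8.0 buffer with MgCl2, DTT, Tween-20 and 2.5 ug/ml poly(dI-dC); started with 200 nM TAMRA/BHQ-2 forked duplex and 2 mM ATP. Unwinding read as fluorescence (525/598 nm), two reads 2 h apart.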
SMN2 splice enh: increases expression of the SMN2 splice variant; HEK293 SMN2-luciferase splicing reporter, luminescence, 30-36 h; Potency, µM (highest dose often 46.1 µM), for the others: at the highest dose activity change, positive = activation, hits mostly activators; 210,000 compounds, 2.8% hits; note: % of control where 0% means no effect; nearly all actives have a fitted effect of over 55% in size
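HEK293 cells carry an SMN2 […]–luciferase reporter in which exon 7 inclusion puts luciferase in frame. Cells were plated 10-12 h before compound addition, then incubated 30-36 h at 37C. ONE-Glo luminescence was read; sodium butyrate at 4.5 mM final served as control.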
Tau ThT inhib: blocks human tau fibril formation measured by thioflavin T | P10636 | recombinant tau K18 P301L (four-repeat tau fragment), heparin-induced fibrillization, ThT fluorescence | Potency, µM (highest dose often 57.4 µM), for the others: top-dose activity, negative = inhibition, actives largely listed as inhibitors | 270,000 compounds, 2.1% hits; note: % is set by controls: 0 for no effect and ±100 for the full control effect; nearly all actives have a fitted effect of over 55% in size
Target sequence (P10636 561-689 P618L limits assumed): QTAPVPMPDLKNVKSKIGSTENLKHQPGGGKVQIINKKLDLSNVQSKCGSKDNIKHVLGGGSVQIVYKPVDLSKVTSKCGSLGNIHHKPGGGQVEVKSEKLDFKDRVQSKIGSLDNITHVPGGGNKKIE
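Heparin-induced fibrillization of the P301L-mutant K18 repeat-domain fragment of human tau was followed by ThT binding in quantitative high-throughput format.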
KDM4E inh: inhibitors of human JMJD2E histone demethylase; B2RXH2; JMJD2E catalytic domain, FDH-coupled NADH fluorescence (FDH is formaldehyde dehydrogenase); Potency, µM (doses to about 57.1 µM), inactives show top-dose activity change, negative = inhibition, hits mostly inhibitors; 230,000 compounds, 1.6% hits; active = well fitted inhibition curve with a large enough effect, not every such curve was filed as active; inconclusive = small, poorly fitted or top-dose-only effect, or another doubt; inactive = no such curve, though single readings can be large or run the other way;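 note: 0% = wells with enzyme and -100% = buffer wells without enzyme; nearly all actives have a fitted effect of over 50% in size; many of its hits are not listed in these tables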
Target sequence (B2RXH2 1-337 limits assumed): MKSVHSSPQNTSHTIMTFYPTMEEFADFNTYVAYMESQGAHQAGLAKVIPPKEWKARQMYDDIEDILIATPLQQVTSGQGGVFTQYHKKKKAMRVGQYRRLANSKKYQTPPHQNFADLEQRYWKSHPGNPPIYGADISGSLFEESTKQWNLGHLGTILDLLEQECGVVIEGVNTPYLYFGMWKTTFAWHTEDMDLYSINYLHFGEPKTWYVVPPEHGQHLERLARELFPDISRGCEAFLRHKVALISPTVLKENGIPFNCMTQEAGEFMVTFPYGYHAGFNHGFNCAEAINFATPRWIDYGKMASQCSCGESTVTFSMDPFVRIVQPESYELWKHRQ
L3MBTL1 block: L3MBTL1 (human) inhibition. Q9Y468. AlphaScreen L3MBTL1–H3K9me1 peptide binding. Potency, µM (series often up to 57.1 µM), without a hit: at the top dose activity, negative = inhibition, usual class: inhibitors. 230,000 compounds, 0.66% hits. AID 485360; note: % is set by controls: 0 for no effect and ±100 for the full control effect; nearly all actives have a fitted effect of over 60% in size
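Displacement of a biotinylated histone H3(1-15) peptide monomethylated at Lys9 (75 nM) from L3MBTL1 (50 nM) was measured by AlphaScreen after a 30 min room-temperature compound incubation; cefsulodin titration served as intraplate control.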
* = called active by the depositor; [ ] = another dose, or the depositor's remark. Unless noted, calls come from the whole dose curve; as a rule, active = well fitted curve in the direction sought with a large enough effect; inconclusive = small, poorly fitted or top-dose-only effect, or another doubt; inactive = no such curve, though single readings can be large; an effect the other way counts as inactive or inconclusive. Potency is the fitted concentration of half-maximal effect. These rows are one share of the data; count on the stated rates, not on these rows.

Preview:
Screening O=C(COC(=O)c1ccc(F)cc1)NCCc1ccc(F)cc1 returned ALDH1A1 block 3%, KinaseGlo FLuc 0%, Lamin A splicing inconclusive, RECQ1 inh -17%, SMN2 splice enh -3%, Tau ThT inhib -2%, KDM4E inh 1% and L3MBTL1 block -4%.
Cc1ccc(-c2nnc(SCC(=O)N3CCCc4ccccc43)n2N)cc1 was read as ALDH1A1 block 13µM*, KinaseGlo FLuc 0%, Lamin A splicing 4%, RECQ1 inh 15%, SMN2 splice enh -1%, Tau ThT inhib -11%, KDM4E inh -2% and L3MBTL1 block -1%.
`CC1CCCC(C)N1C(=O)Nc1cccc(Cl)c1` (stereo not given) gave ALDH1A1 block 4%, KinaseGlo FLuc -5%, Lamin A splicing 11%, RECQ1 inh inactive, Tau ThT inhib -4% and KDM4E inh 1%.

Results, previewed entries included:
Screening O=C(COC(=O)c1ccc(F)cc1)NCCc1ccc(F)cc1 returned ALDH1A1 block 3%, KinaseGlo FLuc 0%, Lamin A splicing inconclusive, RECQ1 inh -17%, SMN2 splice enh -3%, Tau ThT inhib -2%, KDM4E inh 1% and L3MBTL1 block -4%.
Cc1ccc(-c2nnc(SCC(=O)N3CCCc4ccccc43)n2N)cc1 was read as ALDH1A1 block 13µM*, KinaseGlo FLuc 0%, Lamin A splicing 4%, RECQ1 inh 15%, SMN2 splice enh -1%, Tau ThT inhib -11%, KDM4E inh -2% and L3MBTL1 block -1%.
`CC1CCCC(C)N1C(=O)Nc1cccc(Cl)c1` (stereo not given) gave ALDH1A1 block 4%, KinaseGlo FLuc -5%, Lamin A splicing 11%, RECQ1 inh inactive, Tau ThT inhib -4% and KDM4E inh 1%.
For Cc1ccc2c(c1)N(Cc1ccc3c(c1)OCO3)C(=O)C(C)O2 (stereo not given) the results were ALDH1A1 block inconclusive, KinaseGlo FLuc 2%, Lamin A splicing 6%, RECQ1 inh inactive, SMN2 splice enh -12%, Tau ThT inhib -18%, KDM4E inh 9% and L3MBTL1 block 12%.
`CCc1ccccc1NC(=O)C1CCN(C(=O)c2ccc([N+](=O)[O-])cc2)CC1` gave ALDH1A1 block -3%, RECQ1 inh -5%, Tau ThT inhib 1%, KDM4E inh 5% and L3MBTL1 block 2%.
For COC(=O)c1ccccc1NC(=O)COC(=O)/C=C/c1ccco1 the results were ALDH1A1 block inconclusive, KinaseGlo FLuc 3%, Lamin A splicing -3%[46 µM], RECQ1 inh -15%, SMN2 splice enh 5%, Tau ThT inhib -11%, KDM4E inh 5% and L3MBTL1 block -19%.
CC(C)Cc1cc(CN2CCCC(CO)(Cc3cccc(Cl)c3)C2)[nH]n1 (stereo not given) was read as ALDH1A1 block 5%, KinaseGlo FLuc -9%, Lamin A splicing inconclusive, RECQ1 inh 2%, Tau ThT inhib -10%, KDM4E inh -14% and L3MBTL1 block -21%.
For Cc1[nH]c2ccccc2c1C(=O)CSc1ccc(F)cc1 the results were ALDH1A1 block 11%, KinaseGlo FLuc 2%, Lamin A splicing inconclusive, RECQ1 inh inactive, SMN2 splice enh 14%, Tau ThT inhib -1%, KDM4E inh -3% and L3MBTL1 block 1%.
CCOC(=O)c1sc(NC(=O)c2sccc2C)cc1C was read as ALDH1A1 block inconclusive, KinaseGlo FLuc 11µM*, Lamin A splicing -18%, RECQ1 inh -3%, SMN2 splice enh 6.3µM*, Tau ThT inhib inconclusive and KDM4E inh -15%.
COc1ccc(C2C=C(c3ccc(Br)s3)Nc3ncnn32)cc1OC (stereo not given) was read as ALDH1A1 block inconclusive, KinaseGlo FLuc 6%, Lamin A splicing -16%, RECQ1 inh -10%, SMN2 splice enh -15%, Tau ThT inhib inconclusive, KDM4E inh inconclusive and L3MBTL1 block 5%.
For Cn1c(SCC(=O)N2c3ccccc3Sc3ccc(Cl)cc32)nnc1-c1ccco1 the results were ALDH1A1 block inconclusive, KinaseGlo FLuc 0%, Lamin A splicing -16%, RECQ1 inh inactive, SMN2 splice enh -12%, Tau ThT inhib -17%, KDM4E inh -5% and L3MBTL1 block -21%.
`Cc1nn2c3ccccc3n(C)c2nc1=O` gave ALDH1A1 block inconclusive, KinaseGlo FLuc 1%, Lamin A splicing -9%, RECQ1 inh -2%, SMN2 splice enh 15%, Tau ThT inhib -3%, KDM4E inh inconclusive and L3MBTL1 block inconclusive.
`CC(C)=CCN1CCN(Cc2cccn2-c2nccs2)CC1CCO` (stereo not given) gave ALDH1A1 block 2%, KinaseGlo FLuc 2%, RECQ1 inh inactive, Tau ThT inhib -4%, KDM4E inh 0% and L3MBTL1 block 0%.
For COCC(C)NC(=S)NC(=O)c1cc(S(=O)(=O)N2CCOCC2)ccc1C (stereo not given) the results were ALDH1A1 block 7%, KinaseGlo FLuc -1%, Lamin A splicing 4%[46 µM], RECQ1 inh inactive, SMN2 splice enh -14%, Tau ThT inhib 7%, KDM4E inh 4% and L3MBTL1 block -1%.
CCOc1ccc(OC(=O)C(CCS(C)(=O)=O)N2C(=O)c3ccccc3C2=O)cc1 (stereo not given) was read as ALDH1A1 block inconclusive, KinaseGlo FLuc 3%, Lamin A splicing -19%, RECQ1 inh inactive, SMN2 splice enh 10%, Tau ThT inhib -10% and KDM4E inh 4%.
For Cc1nc2cccc(C(=O)NCc3ccccc3)c2o1 the results were ALDH1A1 block 0%, KinaseGlo FLuc -3%, Lamin A splicing 12%, RECQ1 inh 0%, SMN2 splice enh -3%, Tau ThT inhib inconclusive, KDM4E inh -6% and L3MBTL1 block 5%.
C=CCn1c(SCC(=O)NCc2ccco2)nc2sc3c(c2c1=O)CCC3 was read as ALDH1A1 block inconclusive, KinaseGlo FLuc -3%, Lamin A splicing 1%, RECQ1 inh -12%, SMN2 splice enh -9%, Tau ThT inhib -4%, KDM4E inh inconclusive and L3MBTL1 block 9%.
CCOC(=O)C(=O)N/N=C(/c1ccccc1)c1ccc(OC)cc1 was read as RECQ1 inh -5%, Tau ThT inhib -14%, KDM4E inh 7% and L3MBTL1 block -2%.
Cc1cccc(N(C(=O)c2csnn2)C(C(=O)NC(C)(C)C)c2cccnc2)c1 (stereo not given) was read as ALDH1A1 block 12%, KinaseGlo FLuc -1%, RECQ1 inh 18%, SMN2 splice enh 5%, Tau ThT inhib -3%, KDM4E inh -10% and L3MBTL1 block -4%.
For Cc1nn(C)c(Oc2ccccc2)c1CCNS(=O)(=O)c1ccc(Cl)cc1 the results were ALDH1A1 block inconclusive, KinaseGlo FLuc 5%, Lamin A splicing inconclusive, RECQ1 inh -2%, SMN2 splice enh -42%[inhibitor], Tau ThT inhib -15%, KDM4E inh -1% and L3MBTL1 block 14%.
Screening COc1cccc(C2/C(=C(\O)c3c(C)nc4c(C)cccn34)C(=O)C(=O)N2CCCN(C)C)c1 (stereo not given) returned ALDH1A1 block -4%, KinaseGlo FLuc -4%, Lamin A splicing 5%, RECQ1 inh inactive, SMN2 splice enh -2%, Tau ThT inhib -1%, KDM4E inh -7% and L3MBTL1 block 1%.
`CCOn1c(=O)c(-c2cccc3ccccc23)[n+]([O-])c2ccccc21` gave ALDH1A1 block 22µM*, KinaseGlo FLuc 2%, Lamin A splicing inconclusive, RECQ1 inh inactive, SMN2 splice enh -4%, Tau ThT inhib 4%, KDM4E inh -3% and L3MBTL1 block -2%.
For COc1cc2c3nnc(-c4ccc(F)cc4)c-3cn(Cc3cccc(C)c3)c2cc1OC the results were ALDH1A1 block 2%, KinaseGlo FLuc 2%, Lamin A splicing -12%, RECQ1 inh 10%, SMN2 splice enh 10%, Tau ThT inhib inconclusive, KDM4E inh inconclusive and L3MBTL1 block 3%.
For CNc1nc(Sc2cccc(C(F)(F)F)c2)cc(C(F)(F)F)n1 the results were ALDH1A1 block -4%, KinaseGlo FLuc -1%, Lamin A splicing inconclusive, RECQ1 inh inactive, SMN2 splice enh -2%, Tau ThT inhib 0%, KDM4E inh inconclusive and L3MBTL1 block 19%.
For N/C(=N\OC(=O)C1CC1)c1ccc([N+](=O)[O-])s1 the results were ALDH1A1 block -3%, RECQ1 inh 10%, Tau ThT inhib -17%, KDM4E inh -10% and L3MBTL1 block 0%.
For CC(=O)Nc1ccc(N2CCCCC2)cc1 the results were ALDH1A1 block 15%, KinaseGlo FLuc 0%, Lamin A splicing 1%, RECQ1 inh inactive, SMN2 splice enh -10%, Tau ThT inhib -13%, KDM4E inh -5% and L3MBTL1 block -4%.
`CCCCc1[nH]nc2c1C1(C(=O)N(CC)c3ccccc31)C(C#N)=C(N)O2` (stereo not given) gave ALDH1A1 block 5%, KinaseGlo FLuc 3%, Lamin A splicing -11%, RECQ1 inh -3%, SMN2 splice enh 6%, Tau ThT inhib -9%, KDM4E inh -3% and L3MBTL1 block -11%.
CCOc1ccccc1N(CC(=O)O)S(=O)(=O)c1ccc(C)cc1 was read as ALDH1A1 block -5%, KinaseGlo FLuc 1%, Lamin A splicing -2%, RECQ1 inh inactive, SMN2 splice enh 9%, Tau ThT inhib -4% and KDM4E inh 7%.
Screening COc1ccc(N(CC(=O)NCc2ccco2)S(=O)(=O)c2ccc(C)cc2)cc1 returned ALDH1A1 block inconclusive, KinaseGlo FLuc -4%, RECQ1 inh inactive, SMN2 splice enh 1%, Tau ThT inhib -8%, KDM4E inh -4% and L3MBTL1 block -10%.
For O=C(NCc1ccc(-c2csnn2)cc1)c1cc(Cl)cc(Cl)c1 the results were RECQ1 inh -5%, Tau ThT inhib -6%, KDM4E inh 3% and L3MBTL1 block 6%.
CC(=O)NS(=O)(=O)c1ccc(N2C(=O)c3ccccc3C2=O)cc1 was read as ALDH1A1 block -5%, KinaseGlo FLuc 1%, RECQ1 inh -3%, SMN2 splice enh 3%, Tau ThT inhib 3%, KDM4E inh inconclusive and L3MBTL1 block -1%.
